NR2E3 ag-1: NR2E3 (human) agonism. GST-NR2E3/biotin-RetCOR TR-FRET, 1536-well. AID 2300. hit rate 0.12% among 320,000. Q9Y5X4. inhibition of corepressor binding, % at 4.78 µM;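 active = percent inhibition above the cutoff of mean plus 3 SD of all tested compounds, set per screening campaign, cut at about 20% in these data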;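 note: 0% = DMSO wells and 100% = biotin wells as full block of FRET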
Target sequence (Q9Y5X4 whole entry, looked up): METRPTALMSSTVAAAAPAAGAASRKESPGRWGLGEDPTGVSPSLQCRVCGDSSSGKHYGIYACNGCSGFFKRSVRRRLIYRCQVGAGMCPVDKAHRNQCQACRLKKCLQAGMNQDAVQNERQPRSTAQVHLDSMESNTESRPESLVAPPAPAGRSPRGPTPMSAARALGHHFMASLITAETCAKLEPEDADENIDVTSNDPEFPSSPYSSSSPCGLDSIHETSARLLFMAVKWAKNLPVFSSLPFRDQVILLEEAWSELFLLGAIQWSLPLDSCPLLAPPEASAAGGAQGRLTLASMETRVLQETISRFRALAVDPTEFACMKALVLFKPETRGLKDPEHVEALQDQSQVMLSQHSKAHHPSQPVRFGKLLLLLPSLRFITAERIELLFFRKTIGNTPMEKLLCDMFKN
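Test system: GST-NR2E3 and biotin-RetCOR proteins | Quantity: 1.35 nM GST-tagged NR2E3 final | Medium: Tris pH 7.5 | Also added: 7 nM biotin-RetCOR | Dosing: Compound at 4.8 µM, single dose | Timing: 5 h at 4 °C | Detection: Time-resolved FRET | Read-out basis: Percent inhibition | Benchmarks: Biotin wells as high control, 0.6% DMSO wells as low control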
TRPM1 prom inh: inhibitors of MITF-driven TRPM1 promoter in melanoma cells. SK-MEL-5 TRPM1 promoter luciferase, 24 h. inhibition, % at 12.5 µM. AID 488899. hit rate 0.83% among 330,000;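 active = mean inhibition across replicates of 60% or more, whatever share of single replicates reaches that level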; note: values of inactives mirror those of a sister screen read the other way
TWEAK Fn14 block: blocks TWEAK-Fn14 interaction in a reporter cell assay; TWEAK-stimulated Fn14 reporter cells, luciferase luminescence, 8 h; hit rate 2% among 360,000; inhibition, % at 10 µM; AID 1159606; in the data active = inhibition above about 50%
iPSC survival up: increases survival of single human iPS cells. hiPSC single-cell survival, ATPlite luminescence; 100% = ROCK inhibitor wells, 0% = DMSO. survival enhancement, % at 20 µM. hit rate 0.044% among 360,000. AID 602274; in the data active = survival enhancement above about 18%;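 note: cells exposed to compounds for 16 hours before the ATP read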
HIF-2a block: inhibitors of HIF-2a; 786-0 RCC cells HIF-2a reporter, luciferase luminescence, overnight; inhibition, % at 18.8 µM; AID 624352; hit rate 0.72% among 360,000;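 active = inhibition of the luminescence signal of 40% or more relative to plate controls, in a single-dose primary screen at 18.75 µM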
NR2E3 ag-2: activates human NR2E3 receptor; CHO-S Gal4-NCOR/VP16-NR2E3 two-hybrid, luciferase; inhibition of corepressor binding, % at 3.98 µM; hit rate 0.35% among 360,000; AID 602229;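 active = inhibition above the mean of all tested compounds plus 3 SD, cut at about 70% in these data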;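 note: 0% = DMSO with NR2E3 transfected cells and 100% = cells lacking NR2E3 construct; higher means lower luciferase signal from less NR2E3 corepressor binding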
aDG glyco up: alpha-DG glycosylation activation | Pro5-aDG cells, alpha-DG glycosylation AlphaScreen (IIH6); 0% Pro5, 100% B10-LARGE cell signal | hit rate 0.22% among 360,000 | activation, % at 10 µM;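 active = activation of at least 8% versus controls, or a plate z-score of at least 8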;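 note: Pro5 are CHO cells carrying HIG-tagged alpha-DG that lacks glycosylation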
KKLEB tox: CF airway cell cytotoxicity counter-screen. AID 602141. hit rate 0.36% among 360,000. KKLEB CF airway cells viability, ATPlite luminescence, overnight; stronger effect = lower value; cells stimulated with P. aeruginosa culture filtrate. activity change (cytotoxicity), % at 5 µM;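 active = corrected activity change at or below -50% at 5 µM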
Shn3 inh set2: reduces Shn3 3'UTR luciferase signal in osteoblasts; Clone20 osteoblast Shn3 3'UTR firefly luciferase, 24 h; inhibition, % at 12.5 µM; hit rate 0.52% among 360,000;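 active = mean inhibition of at least 75% with every replicate also reaching 75%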;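 note: 0% = median of neutral control wells and 100% = pilot-screen positive control compound; some compounds past the cut are filed as inactive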
CF NFkB block: inhibitors of cystic fibrosis induced NF-kB; inhibition, % at 5 µM; KKLEB NF-kB-GFP reporter, PAF-induced, GFP fluorescence overnight; hit rate 0.86% among 360,000;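 active = at least 50% inhibition at 5 µM, scaled per plate between neutral and stimulator controls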;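 note: PAF is a Pseudomonas aeruginosa culture filtrate used as stimulus; plate controls were PAF-stimulated DMSO wells for no effect and unstimulated DMSO wells for full effect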
Peg3 promoter: inhibitors of Peg3 promoter | HeLa PEG-Prom luciferase reporter, luminescence, overnight | hit rate 1.7% among 360,000 | AID 588405 | inhibition, % at 20 µM;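 active = inhibition of at least 50% at 20 µM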
* hit, by the source's call; . = not tested or not shown.

Under each structure – NR2E3 ag-1	TRPM1 prom inh	TWEAK Fn14 block	iPSC survival up	HIF-2a block	NR2E3 ag-2	aDG glyco up	KKLEB tox	Shn3 inh set2	CF NFkB block	Peg3 promoter
CCn1c(=O)n(CC)c2cc(NC(=O)C(C)c3ccccc3)c(Br)cc21 (stereo not drawn)
    1.8	-1.1	14.0	0.8	14.1	12.2	0.0	3.5	4.4	0.4	10.4
C(=C\c1ccccc1)/CN1CCN(C(c2nnnn2Cc2ccccc2)C2CC2)CC1 (stereo not drawn)
    .	.	-27.1	-1.1	-7.3	-22.1	0.0	-14.0	1.3	9.3	-30.2
C/C(=C/C#N)Nc1ccc(C)cc1
    1.0	1.4	-21.6	-0.6	14.6	-0.8	0.0	6.8	8.1	-17.5	-15.1
Cc1ccc(C(=O)NCCc2n[nH]c(=S)n2C)cc1
    1.8	-2.8	8.0	0.2	-25.2	-3.8	-0.2	4.0	-6.4	-9.1	-19.1
O=C(N/N=C/c1c(F)c(F)c(F)c(F)c1F)c1ccc(Cn2cc(Br)cn2)o1
    5.2	-1.6	-4.6	-4.3	-9.4	-13.5	1.4	1.3	9.5	-6.5	42.3
CCOC(=O)C1=CN(Cc2ccc(Br)cc2)S(=O)(=O)N(C)C1C (stereo not drawn)
    .	1.2	-0.7	3.6	6.6	-0.8	0.1	7.2	-7.3	11.6	8.7
Cc1ccc(C(=O)O)cc1S(=O)(=O)NCC1CCCO1 (stereo not drawn)
    2.8	7.3	12.1	-2.7	-3.5	5.2	0.0	-4.5	-1.7	-8.8	9.1
C/C(=N\Nc1c(Cl)c(Cl)nc(C(=O)O)c1Cl)c1ccc(O)cc1
    -1.3	-3.4	35.7	-0.3	0.3	-24.1	0.0	4.8	-14.5	0.4	-14.1
O=C(NCCc1ccc(Cl)cc1)c1ccc2nc[nH]c2c1
    -1.0	-3.1	-25.9	-0.6	-106.9	-27.4	-0.2	-8.6	-11.6	0.1	-91.9
CN1CCN(C(=O)/C=C/c2ccc(C#N)cc2)CC1
    -2.1	13.6	13.8	-0.2	16.4	13.0	0.0	-1.2	11.9	1.2	7.4
O=C(COC(=O)c1ccco1)Nc1cc(S(=O)(=O)N2CCOCC2)ccc1Cl
    .	-21.1	6.9	3.5	13.8	8.0	0.1	-14.8	-15.0	32.8	13.4
COc1ccccc1N1CCN(C(c2cccs2)C(C)NC(=O)C(=O)N2CCOCC2)CC1 (stereo not drawn)
    1.4	8.2	8.5	-0.4	2.0	-7.9	0.2	10.8	1.3	-4.8	-4.6
CC1CCCC(NC(=O)COC(=O)c2ccccc2NC(=O)c2ccco2)C1C (stereo not drawn)
    1.8	-5.0	-12.5	-1.5	6.2	6.8	0.3	-5.2	-35.1	-13.9	6.7
COC(=O)c1ccc(NC(=O)C2CCCCC2C(=O)O)cc1 (stereo not drawn)
    2.3	5.0	17.6	2.9	4.3	5.2	0.2	2.9	-7.7	-8.9	20.7
Cc1nn(C)cc1C(=O)Nc1cc(Oc2ccc(Cl)cc2)cc([N+](=O)[O-])c1
    -0.5	-3.4	6.6	0.2	11.0	-16.3	0.4	-19.2	0.2	17.8	28.2
CCn1c(/C=C/c2ccccc2[N+](=O)[O-])nc2ccccc2c1=O
    -1.7	-1.3	6.5	1.4	-38.0	26.6	0.2	0.7	1.5	-5.8	-21.2
CCN(C[C@H]1N[C@@](C)(C(=O)OC)[C@H]2C(=O)N(Cc3ccccc3)C(=O)[C@@H]12)C(=O)C1CCCCC1
    .	-4.3	13.3	-0.1	14.6	18.1	-0.1	0.2	9.7	-19.5	-4.0
CCn1c(C)nc2cc(S(=O)(=O)C(F)F)ccc21
    -1.2	-12.2	-0.5	-1.7	-32.8	18.4	-0.3	8.4	1.1	2.8	-7.4
Cc1noc(C)c1S(=O)(=O)N(CCc1ccccc1)Cc1ccccc1
    -0.8	-6.4	6.5	-2.3	17.3	-15.2	0.4	-4.0	-5.9	-2.2	22.1
Cc1cc2nc(-c3cccc(Cl)c3)c(CC(C)(C)C)n2c(C)c1Br
    .	.	-10.3	0.3	2.1	-11.5	0.0	5.6	3.3	11.2	12.2
Cc1nnc(SCC(=O)N2CCN(c3cccc(Cl)c3)CC2)n1C1CC1
    0.6	7.3	-14.5	0.9	0.6	-55.9	-0.1	2.4	-6.9	7.7	13.3
c1ccc2c(c1)oc1c(Nc3ccc(CN4CCOCC4)cc3)ncnc12
    3.9	-17.1	75.4*	-1.8	-177.2	-138.9	-0.2	-12.7	-5.7	-25.9	78.8*
Cc1ccc(OCc2ccc(C(=O)O)o2)cc1C
    .	-17.3	-0.1	0.0	-106.5	-154.5	0.0	-5.2	-45.2	-4.1	-150.9
O=C(NCCc1cnn(-c2ccccc2)c1)c1cc(COc2c(F)cccc2F)on1
    -2.2	-45.5	-2.9	-3.8	-122.7	-27.1	0.1	-3.2	-17.1	-6.0	-85.5
CNC(=S)N/N=C/c1c(C(=O)OC)cnn1-c1ccc(F)cc1F
    6.1	7.1	23.5	-0.6	15.7	15.1	-0.2	7.3	28.3	-4.9	5.4
O=C(CSc1ccc(F)cc1)Nc1ccc2c(c1)C(=O)NC2=O
    -0.7	-2.9	0.2	0.1	-12.6	-8.7	0.3	2.2	-6.3	-3.2	-19.6
COc1cccc(-c2cc(C(=O)NC3CCCC3)no2)c1
    0.4	-49.7	10.7	-1.5	-388.7	-133.9	0.0	19.2	-65.5	-20.0	-297.4
CC(=O)c1ccc(NC(=O)CSc2nc3nc(C)cc(C)n3n2)cc1
    -2.1	-15.8	-32.2	-1.2	-34.1	-13.5	0.2	-10.7	-13.6	-13.9	-30.7
COC(=O)[C@H](CCSC)NC(=O)Nc1ccc(OC)cc1
    0.3	-2.0	-1.9	-0.8	8.0	-20.5	0.8	4.1	4.2	-3.3	10.2
CCOC(=O)c1ccc(NC(=O)c2nc[nH]c2C(=O)NC2CCN(C(=O)OC(C)(C)C)CC2)cc1
    3.4	7.1	-9.8	2.2	7.5	16.0	-0.1	-3.3	22.3	3.6	27.4
CCOc1ccc(Br)cc1S(=O)(=O)N1CCSC1
    .	0.8	-0.3	0.4	19.6	-16.9	0.0	6.0	-5.0	-7.6	10.8
CC(=O)NNC(=O)c1cc2sccc2s1
    0.7	-3.6	-3.1	0.9	7.0	-32.4	0.1	4.1	-10.4	-0.7	-2.9
C=CCOc1ccccc1/C=N/NC(=O)c1ccc(Cl)cc1Cl
    -1.7	-1.4	-0.5	3.7	0.2	-13.6	-0.1	2.9	-7.3	8.2	-8.8
CCCC(O)(c1ccc(Cl)cc1)C(CN1CCOCC1)c1ccccc1 (stereo not drawn)
    2.5	3.4	-6.7	-3.7	2.4	10.9	0.1	1.8	-3.8	-1.4	57.3*
CCOC(=O)N1CCN(C(=O)N2CCOCC2)CC1
    0.0	3.9	-4.2	0.7	10.8	13.8	-0.1	-4.5	-9.2	5.1	10.4
Cc1c(C(C)CCCO)oc(=O)c2c1Oc1c(C)c(C(C)C[C@@H](C)O)oc(=O)c1C2 (stereo partly drawn)
    0.6	-0.7	9.6	4.1	9.9	13.6	0.4	-6.5	-16.3	-11.8	2.3
Cc1ccc(/C=N/NC(=O)c2cccc(NC(=O)c3ccccc3C)c2)o1
    10.5	-10.0	-10.0	-0.3	-20.2	-7.9	0.4	1.4	8.4	-13.4	-8.4
Cc1ccc(CNC(=O)Nc2ccccc2)c(C)c1
    3.8	-115.2	-0.8	-0.5	-182.6	-105.9	-0.1	-1.9	-30.3	-9.1	-279.5
NC(=O)N1CCN(C(=O)c2ccco2)CC1
    0.2	2.6	2.0	-3.4	6.3	8.6	0.9	8.1	-8.6	8.8	10.0
O=C(NCc1cccc(F)c1)Nc1nnc([C@@H]2C[C@H](O)[C@@H](CO)O2)s1
    .	.	-6.3	-2.0	6.2	-33.2	-0.1	-1.2	-24.2	21.9	-11.9
COc1ccc(C(=O)NCCc2nnc3ccc(SCC(=O)N4CCCCC4)nn23)cc1
    0.2	17.0	-4.6	-0.5	14.2	-12.2	-0.1	-17.3	0.7	17.9	5.5
CC(NC(=O)c1ccc(Cl)c(S(=O)(=O)NC2CC2)c1)c1ccco1 (stereo not drawn)
    .	.	9.0	-2.2	-4.8	-31.5	0.0	8.4	4.2	-7.2	2.4
Cc1ccc(-n2c(SCC(N)=O)nnc2-c2ccccn2)cc1C
    -1.4	-0.4	-6.3	-1.0	-4.7	-5.7	-0.2	-1.4	-1.4	-2.8	11.2
Fc1cccc(/C=N/Nc2ccc(Cl)nn2)c1
    0.5	-55.7	-15.4	-0.4	-84.0	-40.5	0.0	5.7	-50.9	-9.5	-115.3
CS(=O)(=O)c1cccc(C(=O)OCC(=O)Nc2ccc3c(c2)OCO3)c1
    2.5	4.3	-0.7	-0.5	2.7	2.1	-0.2	8.4	-42.0	-26.1	-11.3
Cc1ccc(C)c(NC(=S)NCCN(C2CCCCC2)C2CCCC2)c1
    -0.5	4.5	-21.2	-0.5	13.7	-31.5	0.2	-1.5	8.6	11.4	10.3
Nc1c(C(=O)CSc2nnnn2-c2ccc(O)cc2)c(=O)[nH]c(=O)n1C1CC1
    .	-2.9	-2.8	-0.5	14.8	-12.8	-0.1	-14.7	-6.7	5.3	-17.4
Cc1ccc(NC(=O)Cc2c[nH]c3ccccc23)cc1S(=O)(=O)N1CCCCCC1
    0.1	1.0	8.3	-2.7	5.7	-1.5	-0.1	-1.9	6.1	-2.4	10.9
COc1ccccc1N1CCN(C(=O)c2cccc(S(=O)(=O)N3CCCCCC3)c2)CC1
    4.1	10.8	9.3	0.6	-12.4	-0.8	0.4	3.1	7.6	-5.1	12.2
COc1ccccc1CN(Cc1nc2ccccc2c(=O)[nH]1)C(=O)Nc1ccccc1C
    1.3	2.2	-7.4	6.1	18.1	6.0	0.0	-5.4	0.9	5.9	-136.3
O=C(Cn1nc(C(=O)O)c2ccccc2c1=O)Nc1cccc(S(=O)(=O)N2CCCCC2)c1
    .	9.6	6.6	0.6	14.8	-18.5	-0.2	-1.8	-12.4	-13.7	6.7
Cc1ccccc1NC(=O)c1ccccc1NC(=O)Cc1cccc2ccccc12
    -1.1	13.7	-13.0	1.6	10.5	-11.6	0.8	0.0	30.6	12.2	12.7
CC(C)C(c1nnnn1C1CCCC1)N1CCC(C(N)=O)CC1 (stereo not drawn)
    -0.2	-8.1	-14.0	0.9	16.1	-1.4	-0.3	7.6	11.9	7.0	1.2
Cn1cnc(S(=O)(=O)NC2CCN(Cc3c(F)cccc3Cl)CC2)c1
    -0.8	-0.6	-8.3	-0.3	9.1	10.6	0.9	32.3	9.4	-19.0	17.0
Nc1nccc(-c2nn(-c3ccc(Cl)cc3)ccc2=O)n1
    6.0	9.1	8.1	-1.0	14.1	18.6	0.1	1.8	3.7	-7.3	9.4

Assay outcomes (PubChem)
